Bioassay records: PubChem, several laboratories
HPDE-C7 cytotoxicity = cytotoxicity in HPDE-C7 cells, cell-based, fluorescence, HTS (AID 430); HPDE-C7 pancreatic duct cells viability, fluorescence; higher % means a stronger effect; cytotoxicity, % at 10 µM, or EC50 in µM where a hit was titrated; 63,000 compounds, 1.8% hits;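 note: cells exposed to compound for 48 hours before viability readout; 0% = vehicle and 100% = reference cytotoxic drug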
Bfl-1 displacement = displacement of Bid BH3 peptide from Bfl-1 – biochemical, fluorescence polarization, FITC-Bid, mouse, primary screen (AID 432). FITC-Bid BH3 peptide fluorescence polarization displacement; higher % means a stronger effect. displacement, % at 20 µM; hits with a dose series show IC50 in µM. 64,000 compounds, 0.02% hits; in the data active = a potency from the dose series; inactive = the rest, 99 in 100 with displacement below about 15%; note: strong numbers were not always called active
Spn PMK inh = inhibitors of Streptococcus pneumoniae phosphomevalonate kinase; 65,000 compounds, 0.49% hits; purified PMK, PK/LDH-coupled NADH absorbance 340 nm; inhibition, % at 10 µM;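 active = top-ranked compounds by inhibition in the single 10 µM screen, taking a fixed number of the strongest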;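 note: 0% = full reaction with DMSO carrier and 100% = background rate without enzyme reaction; no value below 0 was filed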
Alkaline phosphatase = inhibition of tissue-nonspecific alkaline phosphatase – biochemical, luminescent (AID 518). purified TNAP enzyme, luminescent substrate readout; higher % means a stronger effect. 64,000 compounds, 0.09% hits. one-dose inhibition, % at 20 µM; IC50 in µM for titrated hits; in the data active = a potency from the dose series; inactive = the rest, 99 in 100 with inhibition below about 22%;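 note: plate controls were vehicle for no effect and reference inhibitor for full effect; many of its hits are not listed in these tables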
HT1080 viability = HT1080 cell viability loss – fluorescence readout (AID 620); one-dose cytotoxicity, % at 10 µM; EC50 in µM for titrated hits; 87,000 compounds, 0.42% hits; HT1080 viability, fluorescence; higher % means a stronger effect;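 note: cells exposed to compound overnight then 4 h with Alamar Blue; 0% = vehicle DMSO and 100% = killing control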
LYP inhibition = inhibition of human PTPN22 tyrosine phosphatase – biochemical, DiFMUP fluorescence, recombinant catalytic domain, 10 µM, primary screen (AID 606); recombinant LYP catalytic domain, DiFMUP fluorescence; higher % means a stronger effect; inhibition, % at 10 µM, or IC50 in µM where a hit was titrated; 52,000 tested, under 10 active;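 active = IC50 under 40 µM in the dose-response test; inactive = IC50 of 40 µM or more, or never dose-tested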
HPDE-C7K KRASV12 = viability loss of HPDE-C7K cells – cell-based, fluorescence, HTS, primary screen (AID 431); HPDE-C7K KRASV12 cells, Alamar Blue viability, 48 h; higher % means a stronger effect; cytotoxicity, % at 10 µM; hits with a dose series show EC50 in µM; 63,000 compounds, 1.7% hits;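 active = compounds whose percent cytotoxicity in the single-dose primary screen, scaled between solvent and toxic-drug controls, exceeds 50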;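 note: 0% = DMSO solvent wells and 100% = doxorubicin-treated wells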
MK inhibit = blocks S. pneumoniae mevalonate kinase; purified MK, PK/LDH-coupled NADH absorbance 340 nm; inhibition, % at 10 µM; 65,000 compounds, 0.48% hits; AID 555;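 active = ranked among the strongest by inhibition in the single 10 µM screen, a fixed top-ranked set picked for dose follow-up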; note: no value below 0 was filed
Spn DPM-DC inh = inhibitors of Streptococcus pneumoniae diphosphomevalonate decarboxylase. AID 556. purified DPM-DC, PK/LDH coupled NADH fluorescence. calls only at 10 µM. 65,000 compounds, 0.49% hits;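 active = the 320 compounds with the highest percent inhibition in the single-dose primary screen, excluding strongly autofluorescent ones, cut at about 32% in these data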;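 note: kinetic rate of NADH fluorescence loss reporting ADP formed by the decarboxylase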
Spn PMK inh pilot replicates = second read-out of Spn PMK inh, no call of its own (marks repeat the call); inhibition, %; measured here: pilot screen replicates
MK inhibit pilot replicates = further read-out of MK inhibit, marked with its call; inhibition, %; measured here: pilot screen replicates
Spn DPM-DC inh pilot screen % = recorded beside Spn DPM-DC inh, whose call it bears; inhibition, %; measured here: pilot screen trials
Numbers without * were called inactive; i = inactive; . = not tested or not shown. Cut-off read from the data, not from the text of the source, unless noted: active = cytotoxicity above about 50%; inactive = the rest.

SMILES	HPDE-C7 cytotoxicity	Bfl-1 displacement	Spn PMK inh	Spn PMK inh pilot replicates	Alkaline phosphatase	HT1080 viability	LYP inhibition	HPDE-C7K KRASV12	MK inhibit	MK inhibit pilot replicates	Spn DPM-DC inh	Spn DPM-DC inh pilot screen %
CN(C)CCOc1ccccc1Cc1ccccc1	-4%	5%	6	1.0	10%	-2%	4%	18%	7	0.0	i	0.0
Cc1cccc(C)c1NC(=O)C1CCCCN1C (stereo not given)	3%	1%	2	6.0	16%	0%	8%	-19%	4	0.0	i	0.5
CCCCC1C(=O)N(c2ccccc2)N(c2ccccc2)C1=O	2%	3%	0	1.5	10%	3%	16%	-21%	6	0.0	i	0.0
Cn1c(=O)c2c(ncn2CCO)n(C)c1=O	2%	5%	6	2.5	11%	.	.	6%	7	0.0	i	0.0

Reprinted from the entries so far for reference:
SMILES	HPDE-C7 cytotoxicity	Bfl-1 displacement	Spn PMK inh	Spn PMK inh pilot replicates	Alkaline phosphatase	HT1080 viability	LYP inhibition	HPDE-C7K KRASV12	MK inhibit	MK inhibit pilot replicates	Spn DPM-DC inh	Spn DPM-DC inh pilot screen %
CCCCC1C(=O)N(c2ccccc2)N(c2ccccc2)C1=O	2%	3%	0	1.5	10%	3%	16%	-21%	6	0.0	i	0.0
Cn1c(=O)c2c(ncn2CCO)n(C)c1=O	2%	5%	6	2.5	11%	.	.	6%	7	0.0	i	0.0

One compound at a time, from the list above.
`Cc1cccc(C)c1NC(=O)C1CCCCN1C` (stereo not given) is entered as HPDE-C7 cytotoxicity: 3%; Bfl-1 displacement: 1%; Spn PMK inh: 2; Spn PMK inh pilot replicates: 6.0; Alkaline phosphatase: 16%; HT1080 viability: 0%; LYP inhibition: 8%; HPDE-C7K KRASV12: -19%; MK inhibit: 4; MK inhibit pilot replicates: 0.0; Spn DPM-DC inh: i; Spn DPM-DC inh pilot screen %: 0.5
`Cn1c(=O)c2c(ncn2CCO)n(C)c1=O` is entered as HPDE-C7 cytotoxicity: 2%; Bfl-1 displacement: 5%; Spn PMK inh: 6; Spn PMK inh pilot replicates: 2.5; Alkaline phosphatase: 11%; HT1080 viability: .; LYP inhibition: .; HPDE-C7K KRASV12: 6%; MK inhibit: 7; MK inhibit pilot replicates: 0.0; Spn DPM-DC inh: i; Spn DPM-DC inh pilot screen %: 0.0

Single values from the entries so far.
Under HPDE-C7 cytotoxicity, Cn1c(=O)c2c(ncn2CCO)n(C)c1=O is listed with 2%
Under MK inhibit pilot replicates, CN(C)CCOc1ccccc1Cc1ccccc1 is listed with 0.0

Some of the compounds tested; rates above refer to the full screens.
